Screens: PubChem BioAssay, several laboratories
HTR2A ag: agonists of mouse serotonin 5-HT2A receptor (HTR2A) | P35363 | CHO-K1 mHTR2A beta-arrestin complementation, luminescence; percent of 30 µM serotonin response | activation, % at 7.6 µM | 360,000 tested, 0.66% active;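 active means activation above a run cutoff, the mean activation of all tested compounds plus 3 SD, cut at about 14% in these data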;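 further: 0% = plate median of compound wells and 100% = 30 µM serotonin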
Target sequence (P35363 whole entry, looked up): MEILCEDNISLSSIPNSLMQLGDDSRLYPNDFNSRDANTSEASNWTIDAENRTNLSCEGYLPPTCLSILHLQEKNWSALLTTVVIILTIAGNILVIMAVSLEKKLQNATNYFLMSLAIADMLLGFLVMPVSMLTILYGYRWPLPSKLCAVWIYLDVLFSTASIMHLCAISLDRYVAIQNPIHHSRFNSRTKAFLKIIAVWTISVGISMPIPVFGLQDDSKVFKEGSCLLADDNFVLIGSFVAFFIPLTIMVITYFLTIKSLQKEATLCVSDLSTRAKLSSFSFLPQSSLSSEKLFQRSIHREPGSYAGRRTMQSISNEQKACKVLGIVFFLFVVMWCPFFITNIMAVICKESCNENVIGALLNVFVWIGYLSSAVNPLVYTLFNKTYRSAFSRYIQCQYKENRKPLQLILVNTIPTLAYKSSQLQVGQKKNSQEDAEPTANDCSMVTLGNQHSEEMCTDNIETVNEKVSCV
ABCB6 inh MLPCN: human ABCB6 transporter inhibition; Q9NP58; K562-ABCB6 porphyrin accumulation, flow cytometry, 1 h; stronger effect = lower value; fluorescence ratio to DMSO, % at 10 µM; 360,000 tested, 0.19% active;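 active means fluorescence ratio to DMSO below 75%, the collection mean minus 3 SD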;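 further: signal is porphyrin accumulated inside mitochondria; 100% equals median channel fluorescence of DMSO control wells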
MC4R ag barr: activates human MC4R beta-arrestin recruitment. 360,000 tested, 0.98% active. U2OS MC4R beta-arrestin complementation, luminescence; percent of melanotan II response, DMSO zero. activation, % at 8.9 µM. P32245. AID 540308;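 active means activation above a per-plate cutoff, the mean activation of sample wells on that plate plus 3 SD, cut at about 8% in these data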
Target sequence (P32245 whole entry, looked up): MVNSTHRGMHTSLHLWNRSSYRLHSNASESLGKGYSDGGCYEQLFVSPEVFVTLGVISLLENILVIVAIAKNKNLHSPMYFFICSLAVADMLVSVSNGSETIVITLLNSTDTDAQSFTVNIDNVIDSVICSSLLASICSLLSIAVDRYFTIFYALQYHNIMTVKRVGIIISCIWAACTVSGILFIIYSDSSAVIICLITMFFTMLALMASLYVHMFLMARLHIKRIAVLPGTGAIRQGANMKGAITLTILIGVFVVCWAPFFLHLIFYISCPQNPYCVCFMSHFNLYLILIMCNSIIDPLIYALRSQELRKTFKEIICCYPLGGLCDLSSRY
H9c2 protect: protects H9c2 cardiomyocytes from peroxide injury; H2O2 injury protection, ATPLite, 2 h; 360,000 tested, 0.63% active; protection from H2O2 cell death, % at 20 µM; AID 588492;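 active means compounds giving at least 50% protection of heart cells from peroxide-induced death in the single-dose screen, raw or plate-pattern-corrected value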;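 further: 0% = DMSO wells with peroxide and 100% = DMSO wells without peroxide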
hiPSC survival: enhancers of human iPSC single-cell survival. hiPSC single-cell survival, ATPlite luminescence; 100% = ROCK inhibitor wells, 0% = DMSO. survival enhancement, % at 20 µM. 360,000 tested, 0.044% active. AID 602274; in the data active means survival enhancement above about 18%;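 further: cells exposed to compounds for 16 hours before the ATP read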
MC4R antagonist: antagonists of human melanocortin 4 receptor (MC4R); P32245; MC4R-expressing cells, MTII-stimulated cAMP, LANCE TR-FRET; inhibition, % at 6.5 µM; 360,000 tested, 0.48% active; AID 540295;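 active means inhibition above its plate's cutoff, the mean of tested wells on that plate plus 3 SD, cut at about 29% in these data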;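 further: 0% = Melanotan II alone and 100% = Melanotan II plus saturating MCL0020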
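System: U2OS-MC4R stable cell line; Technique: Eu-cAMP/anti-cAMP TR-FRET, emission 671 nm; Repeats: single well per compound; Also added: Melanotan II; Dosing: one concentration, 6.5 µM nominal; Schedule: 30-min compound, 1-h challenge, 1-h detection, room temperature.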
N-glyco inh: N-linked glycosylation inhibition. D54 ERlucT glycosylation luciferase reporter, 24 h; percent of 100 nM tunicamycin response. reporter increase, % at 12.5 µM. 360,000 tested, 0.23% active;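 active means mean luciferase reporter signal, scaled so untreated is 0 and the glycosylation-blocking control 100, at or above a set limit in every replicate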;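 further: luciferase carries N-glycosylation sites so blocking glycosylation raises the light; 0% = median of neutral control wells and 100% = median of 100 nM tunicamycin wells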
ABHD5 PLIN5 PPI: blocks binding of human ABHD5 to perilipin-5. Q00G26+Q8WTS1. Split G. princeps luciferase complementation, luminescence, 4 h. inhibition, % at 4 µM. 360,000 tested, 0.78% active. AID 602281;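 active means inhibition above the mean inhibition across every tested compound plus 3 SD, cut at about 22% in these data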;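 further: 0% = DMSO only wells and the 100% control is not disclosed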
Granule exo inh: lytic granule exocytosis inhibition; inhibition, % at 10 µM; 360,000 tested, 0.66% active; TALL-104 LAMP-1 surface exposure, flow cytometry; cells stimulated with thapsigargin and PMA; AID 651702;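 active means inhibition above about 55%, limit read from the data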
aDG glyco up: alpha-DG glycosylation activation. Pro5-aDG cells, alpha-DG glycosylation AlphaScreen (IIH6); 0% Pro5, 100% B10-LARGE cell signal. activation, % at 10 µM. 360,000 tested, 0.22% active. AID 624168;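 active means activation of at least 8% versus controls, or a plate z-score of at least 8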;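 further: Pro5 are CHO cells carrying HIG-tagged alpha-DG that lacks glycosylation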
* hit, by the source's call.

smiles	ABHD5 PLIN5 PPI	ABCB6 inh MLPCN	MC4R ag barr	N-glyco inh	MC4R antagonist	HTR2A ag	Granule exo inh	H9c2 protect	aDG glyco up	hiPSC survival
CSCCC(NC(=O)COc1ccccc1)C(=O)N(C)CC(=O)Nc1ccc(C)cc1 (stereo not drawn)	-4	101	-2.2	1	2	-3	6	2	0.3	-2.9
C/C(=N/NS(=O)(=O)c1ccc(C)c(C)c1)c1c[nH]c2ccccc12	0	96	-1.4	-3	0	-1	6	-4	-0.1	-0.5
Cc1nn(C)c(C)c1S(=O)(=O)NCc1cccs1	-6	117	-1.1	0	8	-3	0	12	0.1	1.4
CCOC(=O)CNS(=O)(=O)c1ccc(S(=O)(=O)NC2CC2)cc1	3	99	0.2	1	1	5	3	-3	0.0	-0.1
O=C(CN1C(=O)S/C(=C\C=C\c2ccccc2)C1=O)Nc1cccc(O)c1	18	95	-1.8	3	10	-4	3	-20	-0.2	2.3
C=CCOC(=O)Nc1ccc(Cl)cc1NC(=O)OCC=C	3	96	-1.3	-1	10	3	12	2	-0.1	-1.9
CNC(=S)Nc1cccc(S(=O)(=O)NC2=NCCC2)c1	1	96	-3.6	1	4	0	1	-8	1.3	0.7
Cc1ccc(C(=O)N2CCCC(C(=O)c3ccc(Cl)cc3C)C2)cn1 (stereo not drawn)	-4	105	0.3	-1	6	2	2	-7	0.1	-0.2
CCNC(=O)C/C(C)=N/NC(=O)C1CCCCC1	1	49*	-1.3	0	2	-1	1	-2	-0.2	2.1
Cc1ccc(CNC(=O)c2cc(-c3ccccc3C)nn2CC2CC(c3cccnc3)=NO2)cc1 (stereo not drawn)	1	97	-1.1	4	5	-10	-6	-3	-0.2	1.7
O=C(O)c1ccc(NC(=O)c2ccccc2NC(=O)c2ccccc2Cl)cc1	0	100	-0.7	2	3	0	2	0	0.0	-0.8
O=C(O)c1c2c(nc3ccc(F)cc13)CCC2	-11	99	1.0	0	-5	7	-1	-1	-0.2	-0.4

smiles	ABHD5 PLIN5 PPI	ABCB6 inh MLPCN	MC4R ag barr	N-glyco inh	MC4R antagonist	HTR2A ag	Granule exo inh	H9c2 protect	aDG glyco up	hiPSC survival
COc1cc(-c2nc(C(=O)NC3CCCCC3)cc3c2[nH]c2ccccc23)cc(OC)c1OC	-16	99	1.3	-9	19	-6	7	-3	0.7	0.6
NC(=O)NOCc1cccc(Cl)c1	-1	84	-1.9	1	2	1	4	-1	-0.1	0.9
CC(C)Cc1csc(NC(=O)c2ccc(F)cc2)c1C(=O)O	-8	98	-0.2	-1	8	0	-2	-7	-0.2	-0.5
CCOC(=O)c1ccc(N2CCN(C(=O)c3ccccc3)CC2)c(NC(=O)c2ccco2)c1	2	103	-0.6	-1	6	6	8	20	-0.2	-0.7
COc1ccc(C(=O)COC(=O)C2CCC(=O)N2)cc1 (stereo not drawn)	14	86	1.1	1	-7	-2	2	0	-0.4	0.1
O=C(CC(c1ccccc1)c1ccccc1)N1CCN(c2ccccn2)CC1	-7	98	-0.1	-2	-1	-2	1	-8	1.8	-0.3
COc1cccc(C(=O)NNC(=O)/C=C/c2ccccc2)c1	-10	103	-4.4	5	2	-3	-1	0	-0.2	0.7
COc1ccc(C(=O)Cc2ccccc2C(=O)O)cc1	-5	105	-0.7	2	5	-2	-5	4	-0.2	0.1
COc1ccc(NC(=O)C2CCCO2)cc1OC (stereo not drawn)	-9	103	0.2	0	12	3	0	3	0.1	1.6
O=C(c1cnc(-c2ccccc2)s1)c1ccc(Cl)cc1Cl	-6	91	-0.6	0	-10	0	-3	-7	-0.4	4.4
COc1ccc(Cc2nc3ccc(C(=O)NC(C)c4cnn(C)c4)cc3o2)cc1 (stereo not drawn)	0	90	0.8	1	0	6	-5	1	-0.2	0.0
CNC(=O)C(=O)Nc1cc2c3c(c1)CCC(=O)N3CCC2	1	98	0.1	0	-2	8	-4	3	-0.1	0.4

Two entries drawn at random from the list so far, as already listed:
smiles	ABHD5 PLIN5 PPI	ABCB6 inh MLPCN	MC4R ag barr	N-glyco inh	MC4R antagonist	HTR2A ag	Granule exo inh	H9c2 protect	aDG glyco up	hiPSC survival
COc1ccc(C(=O)COC(=O)C2CCC(=O)N2)cc1 (stereo not drawn)	14	86	1.1	1	-7	-2	2	0	-0.4	0.1
COc1ccc(C(=O)Cc2ccccc2C(=O)O)cc1	-5	105	-0.7	2	5	-2	-5	4	-0.2	0.1

(listing goes on)
smiles	ABHD5 PLIN5 PPI	ABCB6 inh MLPCN	MC4R ag barr	N-glyco inh	MC4R antagonist	HTR2A ag	Granule exo inh	H9c2 protect	aDG glyco up	hiPSC survival
Cc1cccc(C(=O)Nc2cccc(C(=O)N/N=C/c3ccc4c(c3)OCO4)c2)c1	-5	95	-1.6	7	-4	-3	-2	-3	0.3	-0.3
CCOc1cc(C2NC(=O)c3ccccc3O2)ccc1OC(C)C (stereo not drawn)	-6	96	-1.2	2	-6	-3	-9	-2	0.0	-0.2
COc1ccc(/C=C/C(=O)NC(=S)Nc2ccc(S(=O)(=O)Nc3ccc(OC)nn3)cc2)cc1	-4	98	-0.1	1	20	-2	-3	-5	-0.4	-2.0
COc1ccc(CN2C[C@@H](CO)O[C@@H](n3cnc4c(N5CCN(CCO)CC5)ncnc43)C2)cc1	0	95	-1.2	3	8	-1	-1	4	-0.2	1.2
CCC(C)c1ccccc1NC(=S)NC(=O)c1ccco1 (stereo not drawn)	2	100	-0.7	1	5	-3	-3	-8	0.4	0.3
COc1ccc(C(=O)Nn2c(CC(C)C)nc3cc(Cl)ccc3c2=O)c(OC)c1	-3	99	4.1	-1	4	2	-3	-6	0.3	-0.6
COCCn1nnnc1C(c1ccc(OC)cc1OC)N1CCN(c2ccccc2)CC1 (stereo not drawn)	5	103	-0.8	-1	24	6	-1	3	0.7	4.4
COc1cccc(NC(=O)CN(C)C(=O)c2cccc(NS(=O)(=O)c3ccccc3)c2)c1	1	96	-1.6	-1	1	-7	-2	-5	-0.2	-0.3
CN(C)CCNC(=O)CN1C(=O)CSc2ccc(S(=O)(=O)N3CCCCC3)cc21	0	98	-1.5	1	5	-3	-4	3	0.0	-0.6
Clc1cccc(C2Nc3cccc4cccc(c34)N2)c1Cl	-4	102	2.5	0	-2	0	93*	-7	0.0	-0.7
CCCOc1ccc(C2C(=O)N(C3CCCCC3)CC(=O)N2C2CC2)cc1OC (stereo not drawn)	4	98	0.0	3	5	-1	0	2	0.1	-2.0
COc1ccc(NC(=O)c2cccnc2Nc2ccccc2)cc1	4	91	2.6	-4	-7	-6	6	-7	-0.3	-2.1

smiles	ABHD5 PLIN5 PPI	ABCB6 inh MLPCN	MC4R ag barr	N-glyco inh	MC4R antagonist	HTR2A ag	Granule exo inh	H9c2 protect	aDG glyco up	hiPSC survival
O=C(COc1ccccc1Cl)NCCNC(=O)c1cccnc1	-12	101	-0.3	2	0	-2	-12	0	-0.1	-0.4
COc1ccc(CCc2nnc(CCC(=O)NCc3cc(C(C)C)no3)o2)cc1	1	100	-1.5	0	14	-2	-2	-2	0.1	-1.6
Cc1nn(CC(=O)N2CCN(S(=O)(=O)c3ccccc3)CC2)c(C)c1[N+](=O)[O-]	-5	96	-1.3	0	1	-2	1	17	0.0	-0.3
Cc1c(NC(=O)CN(c2ccccc2)S(=O)(=O)c2ccc(F)cc2)c(=O)n(-c2ccccc2)n1C	5	97	-2.8	-1	0	-2	-11	2	0.2	-0.3
CC[C@H]1c2[nH]c3ccccc3c2C[C@H]2C(=O)N(c3ccc(F)cc3)C(=O)N21	-10	100	3.6	-2	10	-1	1	-6	-0.1	-3.1
COC(=O)c1c(NC(=O)c2ccccc2C(=O)O)sc2c1CCCC2	2	78	0.0	-1	7	1	-9	2	0.1	1.6
Cc1ccc(S(=O)(=O)N2CCCC(C(=O)N3CCCc4ccccc43)C2)cc1 (stereo not drawn)	-4	98	-2.5	0	1	-3	9	-7	0.7	-1.7
Cc1ccc(S(=O)(=O)Nc2cccc(-c3ccc4nnc(C)n4n3)c2)s1	-2	105	1.7	14	-5	0	40	26	-0.2	-1.9
CCOc1ccccc1N1CCN(C(=O)c2cn(CC3CCCCC3)nn2)CC1	10	101	-2.4	1	4	-1	3	2	0.1	0.0
Oc1ccc(Br)cc1/C=N/n1c(-c2ccccc2)n[nH]c1=S	-2	98	-0.5	2	-5	5	0	0	-0.1	0.7
COC(=O)CNC(=O)C1CCCN1C(=O)CNC(=O)OC(C)(C)C (stereo not drawn)	0	76	0.3	-1	5	-1	4	2	-0.3	2.5
CCCNC(=O)C1(C)CCN(Cc2cc3ccccc3o2)C1 (stereo not drawn)	4	96	0.0	0	6	-1	-1	0	0.0	-1.2

smiles	ABHD5 PLIN5 PPI	ABCB6 inh MLPCN	MC4R ag barr	N-glyco inh	MC4R antagonist	HTR2A ag	Granule exo inh	H9c2 protect	aDG glyco up	hiPSC survival
COc1ccccc1CNC(=O)C1CC(c2cccc([N+](=O)[O-])c2)=NO1 (stereo not drawn)	-7	99	0.9	11	-4	2	10	-10	0.6	-1.9
CCCCCC(=O)NC(=S)Nc1ccccc1C(=O)OC	1	90	-2.0	1	0	-5	-7	1	0.2	-3.8
CCCCC(=O)N(C)c1c(CC)nc2c(OCc3ccc(C(F)(F)F)cc3)cccn12	4	98	-1.5	2	1	-7	1	-4	0.2	0.2
N#Cc1ccccc1/C=N/Nc1nc(-c2ccccc2)c2cc(Cl)ccc2n1	3	103	-0.4	2	3	0	1	2	-0.4	-1.1
CCc1ccc(N2CSC3=C(C#N)C(c4cccs4)CC(=O)N3C2)cc1 (stereo not drawn)	-15	98	-2.4	1	16	4	2	-2	-0.5	0.1
Cc1ccccc1-c1nc(CN2CCSCC2)c(C)o1	-2	91	-0.6	0	-3	2	2	-1	0.3	0.4
Cc1cccc(S(=O)(=O)N(C)C[C@H]2OCc3cn(nn3)CCCC(=O)N([C@H](C)CO)C[C@@H]2C)c1	1	101	-0.1	2	4	5	-4	0	-0.1	-0.2
